phage Ecoli inh: E. coli growth loss with phage present; AID 651602; actives 0.26% (n = 360,000); inhibition, % at 11.9 µM; growth absorbance; in the data active = inhibition above about 11%
SUMO Mot1 rescue: blocks SUMOylation pathway, rescuing yeast Mot1-301 growth; S. cerevisiae Mot1-301 growth rescue, ATP luminescence, 38.5C; percent above DMSO median, 100 means doubled; growth rescue, % at 18.8 µM; actives 1% (n = 320,000);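 active = every valid replicate shows activation above 250% relative to neutral control wells; inactive = the rest, any valid replicate at or below 250%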;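 also: OY570 slx delta 5 strain wells were the positive control but not used for scaling; some compounds called inactive have numbers as strong as hits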
Ecoli viability: bacterial growth inhibition, counter-screen for AddAB inhibitors. E. coli V3065 growth, OD600 absorbance, 18 h. inhibition, % at 11.9 µM. actives 0.27% (n = 330,000);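 active = inhibition above the campaign's mean inhibition across all tested compounds plus 3 SD, cut at about 9.9% in these data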;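 also: uninfected addAB+ strain grown without phage in ampicillin broth; 0% = DMSO wells and 100% = ciprofloxacin 0.95 µg/ml wells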
Pemphigus Ab inh: blocks pemphigus antibody binding to human desmoglein-3. P32926. DSG3-coupled beads, scFv-anti-DSG3-GFP binding, flow cytometry; hits give low values. binding (percent of control), % at 10 µM. actives 0.48% (n = 310,000);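 active = binding more than 3 SD below its plate's average and above zero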;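 also: hits lower antibody fragment binding to DSG3; some compounds called inactive have numbers as strong as hits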
MOR-DOR ag: agonists of human mu-delta opioid receptor heterodimerization; P35372+P41143; cells, OPRM1-OPRD1 heterodimerization, luminescence; activation, % at 9.3 µM; actives 0.3% (n = 340,000); in the data active = activation above about 18%;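 also: 0% = vehicle-treated cells and 100% = reference agonist; values of inactives mirror those of a sister screen read the other way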
HTR5A ag: activates human HTR5A in OPRM1-OPRD1 agonist counter-screen. P47898. HTR5A agonist assay, luminescence, cell-based. activation, % at 9.3 µM. actives 0.61% (n = 340,000); in the data active = activation mostly above about 9.5%, no sharp cut-off; inactive = mostly below about 7.6%;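 also: 0% = cells with vehicle only and 100% = reference agonist; strong numbers were not always called active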
Target sequence (P47898 whole entry, looked up): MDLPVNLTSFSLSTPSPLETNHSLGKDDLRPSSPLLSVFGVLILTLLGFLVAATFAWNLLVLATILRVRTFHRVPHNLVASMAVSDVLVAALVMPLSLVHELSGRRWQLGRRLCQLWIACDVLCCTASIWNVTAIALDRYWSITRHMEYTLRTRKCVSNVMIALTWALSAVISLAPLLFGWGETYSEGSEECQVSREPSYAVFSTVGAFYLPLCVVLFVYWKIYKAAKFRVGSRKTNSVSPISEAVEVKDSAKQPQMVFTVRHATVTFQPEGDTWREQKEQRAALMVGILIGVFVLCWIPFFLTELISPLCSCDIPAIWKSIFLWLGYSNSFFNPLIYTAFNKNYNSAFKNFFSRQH
OPRM1-OPRD1 inv: inverse agonists of human mu-delta opioid receptor heterodimerization. AID 504357. P35372+P41143. actives 0.21% (n = 340,000). inhibition, % at 9.3 µM. cell-based MOR-DOR heterodimer luminescence, inverse agonism; in the data active = inhibition above about 22%, passing the limit was not always enough;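 also: 0% = cells with DMSO and 100% = wells without cells with DMSO; values of inactives mirror those of a sister screen read the other way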
PfHsp90 yeast 2: reduces growth (ATP signal) of yeast expressing P. falciparum Hsp90. S. cerevisiae expressing PfHsp90, BacTiter-Glo ATP, 48 h; yeast lacking PDR1 and PDR3 efflux regulators. inhibition, % at 9.4 µM. actives 0.32% (n = 310,000). AID 504621;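 active = every replicate shows inhibition above about 80%, whatever the replicate mean, limit read from the data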;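 also: 0% = DMSO neutral controls and 100% = 20 µM radicicol positive controls; yeast relying on Plasmodium falciparum Hsp90 in place of its own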
HTR5A inv ag: HTR5A inverse agonism, opioid heterodimer counter-screen; HTR5A cell line, luminescence; inhibition, % at 9.3 µM; actives 0.083% (n = 340,000); AID 504634; in the data active = inhibition mostly above about 23%, no sharp cut-off; inactive = mostly below about 18%;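 also: 0% = cells with DMSO and 100% = no-cell wells with DMSO; some compounds called inactive have numbers as strong as hits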
PKA-R1A activ: activators of PKA-R1A complex. actives 0.083% (n = 340,000). activation, % at 11.4 µM. AID 504707. P00514+P68181. PKA-R1A dissociation, Cy5-IP20 fluorescence polarization; scaled: DMSO 0%, 113 µM cGMP 100%;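 active = percent activation above the mean of all tested compounds plus 3 SD, cut at about 19% in these data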;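 also: higher means more PKAc released from R1A so a rise in polarization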
AddAB inh: less growth of phage-infected E. coli with AddAB; AID 435030; inhibition, % at 11.9 µM; E. coli expressing H. pylori AddAB, absorbance growth; actives 0.29% (n = 330,000); in the data active = inhibition above about 12%;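 also: 0% = vehicle wells of infected cells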
The depositor's hits bear a star; nt = not tested or not shown.

SMILES	phage Ecoli inh	SUMO Mot1 rescue	Ecoli viability	Pemphigus Ab inh	MOR-DOR ag	HTR5A ag	OPRM1-OPRD1 inv	PfHsp90 yeast 2	HTR5A inv ag	PKA-R1A activ	AddAB inh
O=C(Cn1nc(-c2ccccc2)ccc1=O)Nc1ccc(-n2cnnn2)cc1	0.6	-8	-0.5	97	-1.2	4	6	2	-12	-7	2.5
Cc1ccc(NC(=O)Cn2nnc3ccccc32)c(C)c1	4.4	-12	0.4	106	-1.1	-2	6	17	5	-2	1.5
CC(Oc1ccc2c3c(c(=O)oc2c1)CCC3)C(=O)NCc1cccnc1 (stereo not given)	-0.3	19	-0.9	108	-2.2	4	11	-1	-2	0	2.1
N/C(CC(=O)NC1CCCCC1)=N\OCC(=O)Nc1ccc(Cl)c(Cl)c1	1.9	5	-4.1	102	-0.4	-4	2	14	12	-13	-1.7
NC(=O)c1cc2ccncc2c2ccccc12	2.8	1	0.8	91	-2.4	1	12	0	-3	0	1.8
COc1ccc(S(=O)(=O)N(C)C)cc1NC(=O)CN1CCN(C(=O)C2CC2)CC1	0.5	-6	-1.9	77	-2.5	-1	10	1	2	-9	1.7
Cn1nc(/C=C/c2ccccc2)ccc1=O	2.9	-10	0.0	103	-2.4	1	12	26	-2	5	3.9
C[C@H](NC(=O)C1CCN(S(=O)(=O)c2ccccc2)CC1)C(=O)NCc1ccccc1	1.9	-4	2.1	102	-1.4	2	7	22	12	0	2.1
Cc1cc(Cl)ccc1OC(C)C(=O)NNC(=O)C1CCCCC1C(=O)O (stereo not given)	1.5	-10	nt	94	-0.9	-1	6	13	4	-1	nt
CC1CC(=O)Nc2ccccc2N1C(=O)COc1cc(Cl)ccc1Cl (stereo not given)	0.1	-6	-0.1	nt	-1.3	8	5	-1	-21	-13	2.3

In the list so far, three contain a Cl atom.
SMILES	phage Ecoli inh	SUMO Mot1 rescue	Ecoli viability	Pemphigus Ab inh	MOR-DOR ag	HTR5A ag	OPRM1-OPRD1 inv	PfHsp90 yeast 2	HTR5A inv ag	PKA-R1A activ	AddAB inh
N/C(CC(=O)NC1CCCCC1)=N\OCC(=O)Nc1ccc(Cl)c(Cl)c1	1.9	5	-4.1	102	-0.4	-4	2	14	12	-13	-1.7
Cc1cc(Cl)ccc1OC(C)C(=O)NNC(=O)C1CCCCC1C(=O)O (stereo not given)	1.5	-10	nt	94	-0.9	-1	6	13	4	-1	nt
CC1CC(=O)Nc2ccccc2N1C(=O)COc1cc(Cl)ccc1Cl (stereo not given)	0.1	-6	-0.1	nt	-1.3	8	5	-1	-21	-13	2.3

Further structures follow:
SMILES	phage Ecoli inh	SUMO Mot1 rescue	Ecoli viability	Pemphigus Ab inh	MOR-DOR ag	HTR5A ag	OPRM1-OPRD1 inv	PfHsp90 yeast 2	HTR5A inv ag	PKA-R1A activ	AddAB inh
COc1ccc(C(=O)NCC(=O)OCC(=O)N2CC(C)OC(C)C2)cc1OC (stereo not given)	2.4	-4	0.5	98	1.2	2	-5	16	-9	-8	0.7
CCC(C(=O)N1CCCC1)n1nc(C)c2c(C)n(-c3ccccc3)nc2c1=O (stereo not given)	1.4	-14	1.8	109	1.3	1	-7	-14	14	2	2.3
O=c1oc2cc(S(=O)(=O)NCCCO)ccc2c2ccc(S(=O)(=O)NCCCO)cc12	2.1	461*	2.9	100	-3.4	1	18	-14	-2	-4	5.0
COc1ccc(-c2cccc(C(=O)Nc3ccc(C)cc3)c2)cc1	1.7	-17	1.9	96	2.4	3	-15	-17	-7	-12	0.9
Cc1cc(Nc2ccc(Cl)cc2)n2ncnc2n1	4.3	-14	nt	107	0.6	0	-3	-11	1	0	nt
COc1ccccc1C(=O)Nc1c2c(nn1-c1cccc(C)c1C)CS(=O)(=O)C2	1.0	4	1.0	32*	0.7	-1	-4	-3	21	-1	1.3
CC(=O)Nc1cccc(NC(=O)c2cc(-c3ccccn3)nc3ccc(Cl)cc23)c1	-1.3	-7	1.5	113	-1.3	5	7	-27	-15	-1	-1.8
CCOc1ccc(CCNC(=O)COC(=O)CSc2ccc(C)cc2)cc1OCC	2.6	nt	nt	101	-0.4	2	2	nt	-50	-7	nt
CCc1ccc(NC(=O)CNC(=O)c2nn(-c3ccc(OC)cc3)c(=O)c3ccccc23)cc1	0.2	6	-2.5	107	-0.4	3	3	-122	5	-4	2.0
Cc1ccc(S(=O)(=O)N2CCOC2CNC(=O)C(=O)NCc2ccccn2)cc1 (stereo not given)	1.2	27	0.4	102	-2.2	3	11	12	-7	-7	-0.8
Cc1ccc([C@H]2C(C(=O)O)=CC[C@@H](c3ccc4c(c3)OCO4)N2S(=O)(=O)c2ccc(C)cc2)cc1	0.1	nt	-1.2	108	-1.8	0	8	-36	1	12	2.2
CCO/C([O-])=N/c1sn[n+](C)c1C	1.4	-10	4.1	96	nt	nt	nt	-1	nt	nt	5.1
COc1cc(CCC(=O)OCC(=O)Nc2ccc(F)c(F)c2F)cc(OC)c1OC	0.6	-20	-3.6	111	-3.3	-1	18	-9	-3	2	0.9
O=C(Nc1ccc(S(=O)(=O)N2CCCC2)cc1)C1COc2ccccc2O1 (stereo not given)	4.2	379	2.6	105	-1.4	0	7	nt	0	-9	5.4
COc1ccc(/C=N/n2cnc3scc(-c4cccs4)c3c2=O)cc1OC	4.5	80	-3.1	nt	1.2	0	-6	7	-25	-1	3.0
CC(Sc1ccc(Cl)cc1)C(=O)NNC(=O)c1ccncc1 (stereo not given)	-0.9	-11	-0.7	100	-1.6	1	7	-20	-3	2	3.0
COC(=O)CCP(=O)(O)Cc1ccccc1CP(=O)(O)CCC(=O)OC	1.3	-9	-1.9	100	-0.3	-1	1	17	13	-9	1.2
Cc1ccc2c(cnn2C(=O)CCC(=O)N2CCCCC2)c1	2.7	-4	0.4	99	-1.4	7	8	-1	-22	2	0.5
O=C(O)CN1C(=O)c2ccc(Oc3ccc([N+](=O)[O-])cc3)cc2C1=O	1.3	-1	-0.3	118	-0.1	0	0	-18	2	5	-1.1
CC(NS(=O)(=O)c1ccc(Br)cc1)C(=O)NCc1ccco1 (stereo not given)	5.7	29	-0.5	91	-0.2	1	1	15	-2	0	5.5
NC(=O)c1ccc(NC(=O)COC(=O)c2cc3ccccc3cc2O)cc1	2.7	-5	-0.6	80	-1.2	-1	6	nt	3	2	-0.2
COc1cc(S(=O)(=O)NCc2ccccc2Cl)ccc1-n1cnnn1	2.5	187	1.5	109	-0.1	-5	0	-24	14	-2	-0.4
CC1CCCN(C(=O)c2cccc(S(=O)(=O)N3CCCC3)c2)C1 (stereo not given)	-1.2	7	-3.6	nt	-0.1	-3	0	1	8	10	0.1
OCCCNc1nc(-c2ccc(Br)cc2)nnc1-c1ccc(Cl)cc1	1.7	5	0.9	nt	5.8	2	-28	40	7	0	3.3
Cc1cc(C)cc(NC(=O)Oc2ccccc2N2CCCCC2)c1	0.5	6	-0.4	108	0.1	2	-1	11	9	2	-0.1
COc1ccc(S(=O)(=O)N(CC(=O)NCc2ccncc2)Cc2ccccc2)cc1	1.2	-15	-0.9	112	1.3	1	-10	18	-3	-6	1.9
COc1cccc(-c2nn(-c3ccccc3)cc2C(=O)Nc2nccs2)c1	-1.7	2	0.6	93	-0.1	8	1	-41	-19	7	-2.7
CC1CCCCC12NC(=O)N(CC(=O)N1CCN(S(=O)(=O)/C=C/c3ccccc3)CC1)C2=O (stereo not given)	0.0	-3	-1.6	98	0.2	-1	-1	-20	2	3	-0.9
CC1CN(S(=O)(=O)c2cccc(C(=O)NCCCn3ccnc3)c2)CC(C)O1 (stereo not given)	0.0	-7	-0.6	98	-1.0	0	5	-8	2	-12	-1.7
O=C1C2C(c3ccccc3)CC=CC2[C@H](c2cccc([N+](=O)[O-])c2)N1Cc1ccccc1 (stereo not given in full)	1.4	22	-2.2	100	-1.6	0	9	-6	2	-3	2.5
Cc1ccc(-c2cccc(CN3CCN(C(C)C)C(CCO)C3)c2)o1 (stereo not given)	3.3	-3	-0.4	106	2.0	6	-15	-9	-11	-6	4.8
Cn1cnnc1SCC(=O)c1ccc2c(c1)OCCO2	1.3	0	0.2	98	-2.2	0	13	nt	27	-3	2.0
Cc1ccc(S(=O)(=O)N[C@@H](CC(C)C)C(=O)N2CCC(C(=O)N[C@@H](Cc3ccccc3)C(=O)O)CC2)cc1	2.9	-2	0.3	105	-3.0	2	15	25	-7	-7	4.5
CC(C)[C@H](NC(=O)[C@H]1N2C(=O)c3ccccc3C2SC1(C)C)C(=O)NCc1ccco1 (stereo not given in full)	1.1	2	0.0	97	0.0	-1	0	-9	24	2	3.7
Cc1cccc(C(=O)NC2CCN(C(=O)Nc3ccccc3C)CC2)c1	1.6	-11	1.8	106	-0.8	-2	4	-16	-7	-7	1.6
O=C(NCc1cccnc1)c1ccc([N+](=O)[O-])o1	17*	-13	13*	82	4.2	3	-26	nt	-4	-1	17*
CCC(=O)N1CCN(c2ccccc2NC(=O)COc2cccc(C)c2C)CC1	-0.4	361	-1.4	103	-2.6	4	13	-1	-17	-21	-2.0
CCOC(=O)N1CCN(C(=O)c2cn(C)c3ccc(S(=O)(=O)N(CC)CC)cc3c2=O)CC1	-1.5	-8	-0.7	88	-2.4	-1	12	0	4	-8	1.1
COC(=O)c1cccc(NS(=O)(=O)c2cccs2)c1C	4.1	65	-1.2	102	-1.5	-2	7	-24	-17	-11	-0.3
CCn1c(SCC(=O)Nc2cccc(F)c2)nnc1-c1cc2cc(Br)ccc2o1	3.2	-14	2.2	110	-2.2	0	9	-19	0	1	3.2
C=CCc1ccc(OCCOc2cccc3cccnc23)c(OC)c1	2.8	6	-1.2	98	-0.2	-3	1	-22	7	0	1.9
CC(=O)Nc1ccc(NC(=O)CSc2ncc(C(=O)Nc3ccc(Cl)cc3)c(=O)n2C)cc1	nt	0	2.9	101	0.3	3	-2	-35	-8	-7	3.1
COc1ccc(C(=O)/C=C2/C(=O)Nc3ccccc32)cc1OC	1.4	19	0.6	125	0.3	-1	-1	-14	5	0	-0.5
Cc1nn(Cc2ccc(C(=O)NC(C)(C)C)o2)c(C)c1Br	1.4	2	1.9	100	-0.8	9	4	-26	-24	-10	3.9
O=C(CCNC(=O)c1ccco1)NCCc1c[nH]c2ccccc12	2.9	17	-0.5	99	-0.7	1	4	7	-3	3	-0.8
N=c1c2ccccc2nnn1-c1cccc(C(F)(F)F)c1	5.2	0	2.5	93	-1.1	1	6	5	-3	7	2.8
COc1ccc(-n2c(=O)c3ccccc3c3ccccc3c2=O)c(OC)c1	3.0	-11	0.0	102	-1.2	-5	6	-34	19	-19	-0.7
O=C(Cn1nc(-c2ccccc2)ccc1=O)Nc1ccc(N2CCN(C(=O)c3cccs3)CC2)cc1	-1.4	10	-4.3	63	-3.0	-3	14	-8	8	-9	4.3
COc1ccc(-c2[nH]ncc2CN2CCC(c3ccncc3)CC2)cc1F	0.9	-22	0.2	93	-1.6	0	8	-11	-15	-11	2.3

Bioassay records: PubChem BioAssay, several laboratories
